# Screens deposited in PubChem by Sanford-Burnham Center for Chemical Genomics.
# TNAP Pi inh = inhibitors of human tissue-nonspecific alkaline phosphatase; AID 614; inhibition, % at 20 µM; P05186; purified TNAP, pNPP, malachite green phosphate absorbance; 21,000 tested, under 10 active
# Target sequence (P05186 whole entry, looked up): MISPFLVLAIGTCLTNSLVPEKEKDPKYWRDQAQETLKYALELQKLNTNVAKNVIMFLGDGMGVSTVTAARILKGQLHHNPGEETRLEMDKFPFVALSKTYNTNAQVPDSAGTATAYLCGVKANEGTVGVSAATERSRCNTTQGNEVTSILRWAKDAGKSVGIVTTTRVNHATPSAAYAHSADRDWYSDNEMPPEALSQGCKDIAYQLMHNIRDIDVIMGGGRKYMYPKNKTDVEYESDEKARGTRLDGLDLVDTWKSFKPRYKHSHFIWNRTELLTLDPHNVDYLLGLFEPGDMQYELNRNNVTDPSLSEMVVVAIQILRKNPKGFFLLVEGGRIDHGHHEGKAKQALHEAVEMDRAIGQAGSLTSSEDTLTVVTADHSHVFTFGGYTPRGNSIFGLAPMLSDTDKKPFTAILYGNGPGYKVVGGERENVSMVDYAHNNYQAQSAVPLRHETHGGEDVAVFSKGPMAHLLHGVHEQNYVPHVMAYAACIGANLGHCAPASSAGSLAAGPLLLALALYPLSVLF
# TNAP pNPP inh = inhibitors of human tissue-nonspecific alkaline phosphatase | purified TNAP, pNPP hydrolysis, absorbance 405 nm | inhibition, % at 20 µM | 21,000 tested, under 10 active | AID 615;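 further: 0% = DMSO only wells and 100% = 1 mM levamisole wells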
# * = called active by the depositor.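 How the source made its calls: active means inhibition above 50% at the 20 µM single-dose screen; inactive means the rest.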
# The line under a structure holds: TNAP Pi inh | TNAP pNPP inh
> CCOC(=O)Cc1nnc(NC(=O)CSc2nnc3c4ccccc4n(C)c3n2)s1
  3 | -4
> COc1ccc(OC)c(C2C3CN(C(C)C)CC=C3C(C#N)=C(N)C2(C#N)C#N)c1 (stereo not given)
  13 | -1
> Cc1ccc(C(=O)NC2CCS(=O)(=O)C2)cc1S(=O)(=O)N1CCOCC1 (stereo not given)
  12 | 6
> CCOC(=O)CN(C(=O)Cn1nnc(-c2ccc(C)cc2)n1)C(CC)C(=O)NC1CCCC1 (stereo not given)
  7 | -1
> Cn1c(NCCCN2CCOCC2)nc2c1c(=O)n(Cc1ccc(Cl)c(Cl)c1)c(=O)n2C
  7 | -11
> Cc1cc(C)cc(OCC(=O)Nc2ccccc2C(=O)NCc2ccco2)c1
  0 | 0
> CN1CCN(S(=O)(=O)c2cccc(S(=O)(=O)c3ccc(Cl)cc3)c2)CC1
  1 | -3
> CC(C)Cc1nc(N2CCN(C(=O)c3ccco3)CC2)c(C#N)c2c1CCC2
  16 | 2
> COc1cccc(/C(O)=C2/C(=O)C(=O)N(CCN(C)C)C2c2ccccn2)c1 (stereo not given)
  7 | 4
> Cc1nc(N2CCC(C(N)=O)CC2)c2nnn(Cc3ccccc3)c2n1
  11 | 8
> Cc1cccc(OCc2nnc(SCC(=O)OC3CCCCC3)o2)c1
  1 | 4
> O=C(CSc1nc2[nH]ncc2c(=O)n1-c1ccccc1)c1ccc2c(c1)OCCO2
  11 | 6
> CCCOC(=O)c1ccc(Oc2c(-c3ccc(O)cc3O)n[nH]c2C)cc1
  2 | -1
> CC(=O)C(C(C)=O)c1c(Cl)c(O)c(O)c2c(C(=O)c3ccccc3)coc12
  2 | -8
> CCS(=O)(=O)CCn1c([N+](=O)[O-])cnc1C
  11 | 3

# Nothing new here: an excerpt of the list.
# The line under a structure holds: TNAP Pi inh | TNAP pNPP inh
> CCOC(=O)Cc1nnc(NC(=O)CSc2nnc3c4ccccc4n(C)c3n2)s1
  3 | -4
> COc1ccc(OC)c(C2C3CN(C(C)C)CC=C3C(C#N)=C(N)C2(C#N)C#N)c1 (stereo not given)
  13 | -1

# Further structures
# The line under a structure holds: TNAP Pi inh | TNAP pNPP inh
> COc1ccc(Oc2nc(C)nc3c2oc2ccccc23)cc1
  10 | 3
> COc1ccc(/C(O)=C2/C(=O)C(=O)N(c3nc(C)c(C)s3)C2c2ccco2)cc1 (stereo not given)
  6 | 1
> CCOc1ccccc1N(CC(=O)NCc1ccc(OC)cc1)S(C)(=O)=O
  10 | 2
> CCCC(c1nnnn1Cc1ccco1)N1CCC(C(N)=O)CC1 (stereo not given)
  4 | 6
> O=C(CCCN1Cc2ccccc2C1)c1ccc(F)cc1
  -7 | -12
> CCc1ccc(OCc2nnc(SCCN3CCOCC3)n2C)cc1
  16 | 7
> C=C(C)COc1ccc(-c2ncncc2Oc2ccc(OC)cc2)c(O)c1
  8 | 4
> COc1ccc(OC)c(-n2c(O)cnc2Nc2nc(C)cc(C)n2)c1
  6 | 2
> CC1(C)SCC(C(=O)O)N1C=O (stereo not given)
  7 | 5
> O=C(O)C1CCCN1c1ncnc2ccccc12 (stereo not given)
  16 | 4
> CCCCOC(=O)CCn1[nH]c(=O)c2ccccc2c1=O
  4 | 4
> CCOC(=O)c1cnc(-n2nc(C)cc2C)nc1N(C)C
  -3 | 1
> COc1ccccc1N1CCN(C(c2cc3ccc(C)cc3[nH]c2=O)c2nnnn2C2CCCC2)CC1 (stereo not given)
  9 | 4
> COc1ccc(C2C(C#N)=C(SC)NC3=C2C(=O)CC(C)(C)C3)cc1 (stereo not given)
  6 | 2
> CCOC(=O)c1c2c(c(=S)n(-c3ccccc3)c1N)CCC2
  -27 | -2
> O=C(Nc1ccc2nc(-c3cccs3)[nH]c2c1)c1cccs1
  2 | -2
> CC1CCc2c(sc3ncn4c(SCC(=O)NCc5ccco5)nnc4c23)C1 (stereo not given)
  3 | 0
> N#C/C(=C\c1c(N2CCC(C(N)=O)CC2)nc2ccccn2c1=O)S(=O)(=O)c1ccccc1
  4 | -2
> COc1ccccc1C1CC(c2ccc(Cl)cc2)Nc2nc(N)nn21 (stereo not given)
  14 | 6
> COc1ccccc1NC(=O)C1=C(C)NC(SCC(=O)c2ccc(C)cc2)=C(C#N)C1c1ccco1 (stereo not given)
  0 | 0
> O=C(O)c1cc(Cl)c(Cl)cc1C(=O)N1CCOCC1
  -6 | -12
> CN(C)CCCNc1cc(Cl)c(S(=O)(=O)N2CCCCC2)cc1C(=O)O
  0 | 3
> CCN(CC)CCCNC(=O)N[C@@H](Cc1ccccc1)C(=O)O
  10 | 2
> CCCC(=O)Nc1ccc(N2CCOCC2)cc1
  -2 | -3
> O=C(c1ccco1)N1CCC(c2nc(-c3ccccc3Cl)no2)CC1
  2 | -6
> N#Cc1nc(Cc2cccc3ccccc23)oc1NCC1CCCO1 (stereo not given)
  8 | 7
> COc1cc(-c2noc(CCC(N)=O)n2)cc(OC)c1OC
  12 | 7
> O=c1oc2c(CN3CCOCC3)c(O)c(Cl)cc2c2c1CCCC2
  9 | 4
> O=C(CN1C(=O)CSC1=O)NC1CCCCC1
  -15 | 4
> COCCCn1c(C)nc2c(c1=O)c1nc3ccccc3nc1n2CCc1ccccc1
  0 | 0
> COC(=O)c1ccc(C(=O)OC)c(NC(=O)CSc2nc(-c3ccco3)cc(C(F)(F)F)n2)c1
  6 | -1
> CCCc1nc2n[nH]c(N)c2c2c1COC(C)(C)C2
  8 | 5
> COc1cc(C(=O)N(Cc2ccco2)Cc2cc3ccccc3[nH]c2=O)cc(OC)c1OC
  -7 | 6
> O=S(=O)(c1ccc2ccccc2c1)N1CCCOC1
  7 | 4
> O=C(NC1CCCCC1)[C@H](O)[C@@H](O)C(=O)NC1CCCCC1
  7 | 3
> O=C(Nc1cccc(Cn2cccn2)c1)c1cc2c(s1)CCCC2
  -2 | -4
> COc1ccc(C2C(C#N)=C(N)Oc3cc(C)n(CCN4CCOCC4)c(=O)c32)cc1OC (stereo not given)
  -11 | -8
> NC(=O)C1(N2CCCCC2)CCN(C(=O)CSc2nc(C(F)(F)F)cc(=O)[nH]2)CC1
  -3 | 9
> COc1ccc(NC(=O)C2C3CCC(C3)C2C(=O)O)cc1OC (stereo not given)
  -2 | 4
> CN(C(=O)C1CCOC1)c1nnc(-c2cnccn2)s1 (stereo not given)
  12 | 1
> Cc1ccc(S(=O)(=O)N(CC(O)CN(C)C)c2ccccc2)cc1 (stereo not given)
  1 | -5
> COc1ccc(CCNc2c(C)c(C)nc3ncnn23)cc1
  4 | 4
> O=C(NCc1ccco1)C(c1ccccc1)N(CC1CCCO1)C(=O)Cn1nnc2ccccc21 (stereo not given)
  14 | 1
> O=S(=O)(Nc1ncccc1O)c1ccc(Cl)cc1
  9 | 7
> CCOC(=O)c1c(N)sc2c(NC(C)=O)cccc12
  9 | 4

# Among those listed so far, these have an aryl thioether with sulfur outside any ring:
# The line under a structure holds: TNAP Pi inh | TNAP pNPP inh
> CCOC(=O)Cc1nnc(NC(=O)CSc2nnc3c4ccccc4n(C)c3n2)s1
  3 | -4
> Cc1cccc(OCc2nnc(SCC(=O)OC3CCCCC3)o2)c1
  1 | 4
> O=C(CSc1nc2[nH]ncc2c(=O)n1-c1ccccc1)c1ccc2c(c1)OCCO2
  11 | 6
> CCc1ccc(OCc2nnc(SCCN3CCOCC3)n2C)cc1
  16 | 7
> CC1CCc2c(sc3ncn4c(SCC(=O)NCc5ccco5)nnc4c23)C1 (stereo not given)
  3 | 0
> COC(=O)c1ccc(C(=O)OC)c(NC(=O)CSc2nc(-c3ccco3)cc(C(F)(F)F)n2)c1
  6 | -1
> NC(=O)C1(N2CCCCC2)CCN(C(=O)CSc2nc(C(F)(F)F)cc(=O)[nH]2)CC1
  -3 | 9

# Continuation:
# The line under a structure holds: TNAP Pi inh | TNAP pNPP inh
> Cc1occc1C(=O)N1CCN(S(C)(=O)=O)CC1
  -30 | 0
> Cc1cc(C(=O)Nc2c(C)n(C)n(-c3ccccc3)c2=O)cs1
  8 | 1
> CCn1c(N2CCN(S(=O)(=O)c3ccccc3C(F)(F)F)CC2)nc2ccccc21
  0 | 7
> O=C(Cc1ccc(Br)cc1)N1CCN(c2ccccc2)CC1
  0 | 6
> O=C(Nc1ccccc1)c1ccc(S(=O)(=O)NCC2CCCO2)cc1 (stereo not given)
  8 | 4
> O=S(=O)(c1ccccc1)c1nc(-c2ccco2)oc1NCCCn1ccnc1
  14 | 6
> CSc1oc(-c2ccccc2)nc1C(N)=O
  12 | 8
> Cc1cc(C)nc(N2CCCC(C(=O)Nc3cc(F)ccc3C)C2)n1 (stereo not given)
  12 | 4
> CCCOc1ccc2c3c(c(=O)oc2c1)CCCC3
  9 | 9
> C/C(=C1/SC(N2CCOCC2)=NC1=O)c1ccc(Br)cc1
  7 | 3
> CC(Sc1ccc(Br)cc1)C(N)=O (stereo not given)
  0 | 0
> CN(C)CCNC(=O)C(C(=O)c1ccccc1)n1ccccc1=O (stereo not given)
  -7 | 1
> COC(=O)c1ccc(C2/C(=C(\O)c3cccc(OC)c3)C(=O)C(=O)N2CCCN(C)C)cc1 (stereo not given)
  7 | 3
> CC(CC(=O)Nc1ccncc1)c1ccccc1 (stereo not given)
  7 | 3
> O=C(O)CCn1cnc2ccccc2c1=O
  8 | 0

# Ordered by length of the SMILES (largest number first): three of the compounds above.
# The line under a structure holds: TNAP Pi inh | TNAP pNPP inh
> Cc1cc(C(=O)Nc2c(C)n(C)n(-c3ccccc3)c2=O)cs1
  8 | 1
> Cc1occc1C(=O)N1CCN(S(C)(=O)=O)CC1
  -30 | 0
> O=C(O)CCn1cnc2ccccc2c1=O
  8 | 0

# Continuation.
# The line under a structure holds: TNAP Pi inh | TNAP pNPP inh
> Cc1ccc(-c2csc3nnc(SCC(=O)N4CCN(Cc5ccccc5)CC4)n23)cc1
  29 | 10
> O=C(O)C1C(c2ccccc2)C(C(=O)OCc2ccco2)C1c1ccccc1 (stereo not given)
  11 | 8
> CS(=O)(=O)N(CC(=O)NCCC1=CCCCC1)C1CCCCC1
  5 | 1
> C=CCNC(=O)C1CC(=O)N(c2ccc(OCC(=O)Nc3ccccc3)cc2)C1 (stereo not given)
  6 | -2
> CCOc1cc(C)c(S(=O)(=O)NC2CCCCC2)cc1C
  5 | 1
> Cc1cc(C)c2cc(CN(CCN3CCCC3)C(=O)Nc3ccc(F)cc3)c(=O)[nH]c2c1
  12 | 5
> CC(C)(C)c1ccc(OCC(O)CS(=O)(=O)c2ccccn2)cc1 (stereo not given)
  9 | 5
> COC(=O)CCC(=O)COc1ccccc1C#N
  11 | 2
> CC(C)(C)c1cc(NC(=O)c2cccnc2)no1
  4 | 2
> COC(=O)C(C(=O)OC)C(C(=O)OC)C(C(=O)OC)C(=O)OC
  6 | 0
> COC(=O)Cc1csc(Nc2c(C)n(C)n(-c3ccccc3)c2=O)n1
  10 | 4
> CC(C)CC(=O)NC1(C(F)(F)F)C(=O)Nc2c1c(=O)[nH]c(=O)n2Cc1ccco1 (stereo not given)
  -1 | -4
> Cc1cc(NC(=O)c2cc3n(n2)C(C(F)(F)F)CC(c2ccc(Cl)c(Cl)c2)N3)no1 (stereo not given)
  8 | 3
> O=C(NCc1ccccc1)/C(=N\O)c1ccccc1
  10 | 3
> COc1ccc(/C(O)=C2\C(=O)C(=O)N(CC3CCCO3)C2c2cc(OC)ccc2OC)cc1 (stereo not given)
  8 | 1
> Cn1c(=O)c2c(nc(SCC(=O)N3CCc4ccccc43)n2Cc2ccccc2)n(C)c1=O
  -4 | 4
> Cc1onc(-c2ccccc2)c1C(=O)Nc1sc2c(c1C#N)CCC2
  2 | -2
> CCOC(=O)CC(=O)CSc1nc2nc(C)cc(C)n2n1
  13 | 0
> O=C(NCc1cccs1)N[C@@H](Cc1ccccc1)C(=O)O
  6 | 3
> O=C(CSCc1ccco1)c1ccc(Cl)s1
  14 | -1
> COc1ccc(-c2noc(COc3ccc4c(c3)OCO4)n2)cc1OC
  22 | 7
> O=C(CCCN1C(=O)CCC1=O)Nc1ccc(Cl)c(C(F)(F)F)c1
  -17 | -1
> Cc1ccc(S(=O)(=O)NC(C)C(=O)Nc2ccccc2C(=O)N2CCCC2)cc1 (stereo not given)
  9 | 0
> COc1ccc(Cn2c(C3CC3)nc3ccc(NC(C)=O)cc3c2=O)cc1
  11 | 0
> Cc1csc(NC(=O)CSc2nnc(C)n2Cc2ccco2)n1
  16 | 5

# Exported as comma-separated lines: part of the list above
structure,TNAP Pi inh,TNAP pNPP inh
O=C(NCc1cccs1)N[C@@H](Cc1ccccc1)C(=O)O,6,3
Cc1onc(-c2ccccc2)c1C(=O)Nc1sc2c(c1C#N)CCC2,2,-2
O=C(CSCc1ccco1)c1ccc(Cl)s1,14,-1
O=C(CCCN1C(=O)CCC1=O)Nc1ccc(Cl)c(C(F)(F)F)c1,-17,-1

# Only part of the results is shown. The share of hits here may be higher or lower than overall.
